Source: PubChem
LGR2 antag = blocks bursicon-induced cAMP signaling via Drosophila LGR2. 380,000 compounds, 0.35% hits. inhibition, % at 9.99 µM. HEK293 LGR2, CRE-luciferase, bursicon-stimulated, 4 h;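 active = drop in luminescence signal, shown as inhibition above about 50% in the replicate tests, limit read from the data, passing the limit was not always enough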;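 also: agonist challenge used bursicon conditioned medium at about half maximal strength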
ARNT TACC3 PPI = ARNT/TACC3 interaction disruption. Q9Y6A5. AlphaScreen His-ARNT PAS-B/GST-TACC3 binding, luminescence; TACC3 fragment carries E629A point mutation. inhibition, % at 9.99 µM. 390,000 compounds, 0.66% hits. AID 623870;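 active = mean inhibition of replicates at least 50% and at least half of replicates each reaching 50%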;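 also: 0% = complete ARNT plus TACC3 wells and 100% = ARNT alone without TACC3; many hits fall short of the cut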
An asterisk follows results filed as active. An excerpt (hit frequency here may not be typical).

ARNT TACC3 PPI	LGR2 antag	Molecule
-6	-15	COc1ccc2oc(=O)cc(C)c2c1
-2	-56	Cc1nc(NC(=O)C23CC4CC(CC(C4)C2)C3)sc1Cc1ccc2c(c1)OCO2
-3	5	CCOc1ccc(OCCSc2nc3ccccc3c(=O)[nH]2)cc1
4	-39	CC(=O)Nc1cc(S(=O)(=O)Nc2ccccc2C)c(C)cc1C
64*	40	C=CCc1c(C)nc(C)nc1N/N=C/c1ccccc1O
3	8	COCCNS(=O)(=O)c1cc(-c2nn(C)c(=O)c3ccccc23)ccc1C
-1	-3	Cc1cccc(NC(=S)NCC2CCCO2)c1 (stereo unspecified)
-1	-8	CC(C)c1[nH]nc2c1C(c1cccc(OC(=O)N3CCOCC3)c1)C(C#N)=C(N)O2 (stereo unspecified)
0	-11	CCOC(=O)c1c(NC(=S)Nc2ccccc2)sc2c1CCN(CC)C2
-3	-15	COc1ccc(S(=O)(=O)N(CCc2ccccc2)CC(=O)O)cc1Cl
-9	-3	N#Cc1ccccc1NC(=O)CC1CCCCC1
0	-19	COC(=O)C1C(=O)NC(SC)=C(C#N)C1c1ccccc1 (stereo unspecified)
-8	4	O=C(NCc1cccnc1)c1cccc(C(F)(F)F)c1
-22	-4	CCOC(=O)c1cccc(Nc2ncnc3ccccc23)c1
0	13	N#CC1=C(N)N=C(SCc2ccccc2)C(C(N)=O)C12CCCCC2 (stereo unspecified)
-9	13	Cc1ccc(NC(=O)N2CCC(C(N)=O)CC2)cc1
0	-8	Cc1nn(CC(=O)O)c(C)c1Cl
-1	-22	COC(=O)c1ccc(N2CCOCC2)c(F)c1
3	0	COc1cccc(C(=O)Cn2c(N3CCOCC3)nc3c2c(=O)n(C)c(=O)n3C)c1
-4	13	Cn1c(C(=O)N2CCN(c3nc4ccccc4s3)CC2)cc2sccc21
-3	1	COc1ccc(-n2c(SC3CCOC3=O)nc3ccccc32)cc1 (stereo unspecified)
-4	2	COCCCNC(=O)COc1ccc(S(=O)(=O)Nc2ccccc2)cc1
23	-8	COc1ccccc1NC(=O)CCCC(=O)OCC(F)(F)C(F)F
-5	4	COC(=O)CNC(=O)c1c(-c2ccccc2Cl)noc1C
-11	1	Cc1cccc(N2CCN(C(=O)CSc3ccsc3[N+](=O)[O-])CC2C)c1 (stereo unspecified)
3	-10	CCN(CC)CCCNc1oc(-c2cccc(Cl)c2)nc1C#N
-8	-12	CNc1nc(SCc2ccccc2)nc(N2CCOCC2)n1
0	-8	COC(C(=O)Nc1ccccc1F)c1ccccc1 (stereo unspecified)
-2	7	O=C(CC(c1ccc(F)cc1)c1ccco1)N1CCOCC1 (stereo unspecified)
-14	17	COCCCNCCOCCOc1ccc(C)cc1Br
-6	-4	Cn1c(=O)c2c(nc(CN3CCOCC3)n2CC(=O)c2ccccc2)n(C)c1=O
3	-5	Cn1c(=O)c2c(ncn2Cc2ccc(Cl)c(Cl)c2)n(C)c1=O
-4	-1	CC(C)N(C(=O)NC(=O)NCC1CCCO1)S(C)(=O)=O (stereo unspecified)
-2	-33	CC1CCCCN1C(=O)CSc1ccc(-c2ccc(F)cc2)nn1 (stereo unspecified)
-30	-17	O=C(CCN1C(=O)C2C3C=CC(C3)C2C1=O)Nc1ccccc1F (stereo unspecified)
3	-1	CCn1c(=O)c2ccccc2n2c(SCC(=O)NCc3cccs3)nnc12
2	0	COc1ccc(-c2noc(CN3CCCCC3)n2)cc1OC
-6	14	CC1CC(N(C(=O)c2ccccc2Cl)c2ccccc2)c2ccccc2N1 (stereo unspecified)
-1	5	O=C(CN1CCC(c2nc3ccccc3[nH]2)CC1)NCc1ccc2c(c1)OCO2
5	-11	CCNc1nc(N)nc(-c2cc(Cl)ccc2OC)n1
-1	-8	O=C(CCCOc1ccc(Cl)cc1Cl)Nc1ccncc1
-4	-3	COC(=O)c1cn(CC(=O)N2CCCCC2C)c2ccccc12 (stereo unspecified)
-2	-2	COc1ccccc1CNC(=O)CSc1nc2nc(C)cc(C)n2n1
-11	-23	C/C(=N\Nc1cc(Cl)nc(C)n1)c1ccccc1
-41	-14	O=c1[nH]c2cc3c(cc2cc1C(c1nnnn1C1CCCCC1)N1CCSCC1)OCCO3 (stereo unspecified)
-4	-8	CCn1c(=O)c(C)nn2c3ccccc3nc12
-4	6	COc1cc(CN2CCC(C(=O)N3CCCC(C)C3)CC2)cc(OC)c1O (stereo unspecified)
-12	-17	CCC(C)NC(=O)C(=O)NCc1ccncc1 (stereo unspecified)
0	-7	CCCn1c(=O)[nH]c2ccccc21
28	-5	Cn1c(N)c(C(c2ccccc2)c2c(N)n(C)c(=O)n(C)c2=O)c(=O)n(C)c1=O

(listing goes on)
ARNT TACC3 PPI	LGR2 antag	Molecule
-8	-58	Cc1ccnc(SCc2nc3ccccc3s2)n1
7	-6	CC1CC(NC(=O)c2ncn[nH]2)CC(C)(C)C1 (stereo unspecified)
8	-12	O=C(O)CCc1nc(-c2ccc(Cl)cc2)no1
0	-14	Cc1ccsc1C1CC(=O)NC2=C1C(=O)CC(C)(C)C2 (stereo unspecified)
35	-12	CCOC(=O)C1CCCN(Cc2nc(N)nc(Nc3ccc(Cl)cc3)n2)C1 (stereo unspecified)
-34	-22	Cc1cc(=O)n2[nH]c(-c3ccc(Cl)cc3)cc2n1
-9	17	CCCCn1nnnc1NCc1cccnc1
31	3	COc1cc2c(cc1OC)C(C)N(C(=O)CCN1C(=O)C3C4C=CC(C4)C3C1=O)CC2 (stereo unspecified)
76*	15	Cc1cc(C(=O)N/N=C/c2cc([N+](=O)[O-])ccc2O)c2ccccc2n1
-4	-8	O=C(Nc1ccccc1C(=O)NCc1ccc(Cl)cc1)c1ccco1
-9	-6	CCOC(=O)CCCSc1nc(-c2ccc3c(c2)OCO3)cc(C(F)(F)F)c1C#N
22	-38	O=C(N/N=C/c1ccccc1)c1sccc1OCc1ccc(F)cc1
0	6	Cc1ccc2cc3c(NC(=O)C(C)C)nn(C)c3nc2c1
4	-17	CN(C)/C=C1/N=C(c2ccccc2)OC1=O
-1	7	Cc1ccc2cc(CNC(C)(C)C)c(=O)[nH]c2c1
22	-16	COC(=O)c1ccc(S(=O)(=O)NNC(=O)c2ccc(S(=O)(=O)N3CCCCC3)cc2)cc1
-13	19	COCCCNC(=O)c1cc2c(s1)CS(=O)(=O)C2
4	-11	COCCNCCCOc1ccc(Br)cc1Cl
11	16	C=CC[n+]1c(-c2ccc(OCC)cc2)csc1NNC(=O)Nc1ccccc1
-2	12	C/C(=C(\C#N)C(=O)NCCCN1CCOCC1)N(C)C
3	-2	Cn1c(SCC(=O)NC(c2ccccc2)c2ccccc2)nnc1-c1cccs1
16	-10	COC(=O)CCCCCNc1ccc(C(=O)OC)cc1N
-11	-8	CCOc1cccc(-c2nnc3sc(-c4cc(OC)c(OC)c(OC)c4)nn23)c1
1	-6	Cc1ccc(C2=NNC(=O)C(c3ccc(Cl)cc3)C2)cc1 (stereo unspecified)
8	-1	O=C(N/N=C/C1CC=CCC1)c1cc2ccccc2cc1O (stereo unspecified)
0	5	O=C1CCC(C(=O)Nc2cccc3ccccc23)N1 (stereo unspecified)
-9	0	CN1CCN(C(=O)c2cn(-c3ccccc3)nc2-c2cccnc2)CC1
0	-4	COC(=O)c1cc(OC)c(OC)cc1NC(=O)Nc1ccc(OC)cc1OC
4	-8	O=C(CSc1nc2ccsc2c(=O)n1NC(=O)c1ccccc1)NCc1ccco1
2	4	CCn1c(COc2ccc3c(c2)OCO3)nnc1SCC(=O)O
0	-17	O=C(NNc1nc2ccccc2nc1C(F)(F)F)c1ccccc1
-3	-14	CC(=O)c1cccc(NC(=S)NC(=O)CC(C)C)c1
-6	-17	COc1cccc(NC(=O)c2oc3ccccc3c2NC(=O)c2ccc3c(c2)OCO3)c1
5	4	CN1CCN(S(=O)(=O)c2ccc(-c3ccccc3)cc2)CC1
2	18	CC(C)c1cc(C(=O)Nc2cccc(Cl)c2)no1
11	2	CCOc1cccc(Oc2ncccc2C(=O)/C(C#N)=C/N(C)C)c1
-3	-34	CCOc1ccc(NC(=O)Nc2nnc(CC)s2)cc1
-2	-4	C/C(=N\NC(=O)CC1N=C(Cc2ccccc2)NNC1=O)c1ccc(Cl)cc1Cl (stereo unspecified)
36	7	CCCCC(=O)NNC(=S)NC(=O)CCC
-6	-18	Brc1cccc(-c2nc(-c3ccncc3)no2)c1
18	6	Cc1ccc(N2C(=O)C(Cl)=C(Nc3c(C)n(C)n(-c4ccccc4)c3=O)C2=O)cc1
2	-22	CC(C)n1c2ccccc2c2nc3ccccc3nc21
-8	-1	CC(C)Cn1c(SCc2nc3ccccc3c(=O)[nH]2)nc2ccccc2c1=O
3	-3	CCCC(=O)Nc1ccc(C(=O)/C=C/c2ccc(SC)cc2)cc1
16	9	CC1CN(CC(=O)N2CCc3[nH]c4ccccc4c3C2)CC(C)O1 (stereo unspecified)
-5	-14	O=C1[C@@H]2[C@H](C(=O)N1Cc1ccco1)[C@H]1C=C[C@@H]2C1
-1	3	CN1CCN(c2nc(NCCOC34CC5CC(CC(C5)C3)C4)nc(OCC(F)(F)F)n2)CC1
12	5	O=C(Nc1nccc(-c2cccs2)n1)c1cccs1
1	2	Cc1cc2c3c(c1)C1(SCC(=O)N1c1ccc(F)cc1)C(=O)N3C(C)(C)CC2C (stereo unspecified)
-4	-7	CN(C)S(=O)(=O)c1ccc(C(=O)Oc2ccccc2)cc1

25 entries from above, with values under each structure:
Values in the order – ARNT TACC3 PPI, LGR2 antag
> O=C1CCC(C(=O)Nc2cccc3ccccc23)N1 (stereo unspecified)
 : 0, 5
> CN1CCN(C(=O)c2cn(-c3ccccc3)nc2-c2cccnc2)CC1
 : -9, 0
> COC(=O)c1cc(OC)c(OC)cc1NC(=O)Nc1ccc(OC)cc1OC
 : 0, -4
> O=C(CSc1nc2ccsc2c(=O)n1NC(=O)c1ccccc1)NCc1ccco1
 : 4, -8
> CCn1c(COc2ccc3c(c2)OCO3)nnc1SCC(=O)O
 : 2, 4
> O=C(NNc1nc2ccccc2nc1C(F)(F)F)c1ccccc1
 : 0, -17
> CC(=O)c1cccc(NC(=S)NC(=O)CC(C)C)c1
 : -3, -14
> COc1cccc(NC(=O)c2oc3ccccc3c2NC(=O)c2ccc3c(c2)OCO3)c1
 : -6, -17
> CN1CCN(S(=O)(=O)c2ccc(-c3ccccc3)cc2)CC1
 : 5, 4
> CC(C)c1cc(C(=O)Nc2cccc(Cl)c2)no1
 : 2, 18
> CCOc1cccc(Oc2ncccc2C(=O)/C(C#N)=C/N(C)C)c1
 : 11, 2
> CCOc1ccc(NC(=O)Nc2nnc(CC)s2)cc1
 : -3, -34
> C/C(=N\NC(=O)CC1N=C(Cc2ccccc2)NNC1=O)c1ccc(Cl)cc1Cl (stereo unspecified)
 : -2, -4
> CCCCC(=O)NNC(=S)NC(=O)CCC
 : 36, 7
> Brc1cccc(-c2nc(-c3ccncc3)no2)c1
 : -6, -18
> Cc1ccc(N2C(=O)C(Cl)=C(Nc3c(C)n(C)n(-c4ccccc4)c3=O)C2=O)cc1
 : 18, 6
> CC(C)n1c2ccccc2c2nc3ccccc3nc21
 : 2, -22
> CC(C)Cn1c(SCc2nc3ccccc3c(=O)[nH]2)nc2ccccc2c1=O
 : -8, -1
> CCCC(=O)Nc1ccc(C(=O)/C=C/c2ccc(SC)cc2)cc1
 : 3, -3
> CC1CN(CC(=O)N2CCc3[nH]c4ccccc4c3C2)CC(C)O1 (stereo unspecified)
 : 16, 9
> O=C1[C@@H]2[C@H](C(=O)N1Cc1ccco1)[C@H]1C=C[C@@H]2C1
 : -5, -14
> CN1CCN(c2nc(NCCOC34CC5CC(CC(C5)C3)C4)nc(OCC(F)(F)F)n2)CC1
 : -1, 3
> O=C(Nc1nccc(-c2cccs2)n1)c1cccs1
 : 12, 5
> Cc1cc2c3c(c1)C1(SCC(=O)N1c1ccc(F)cc1)C(=O)N3C(C)(C)CC2C (stereo unspecified)
 : 1, 2
> CN(C)S(=O)(=O)c1ccc(C(=O)Oc2ccccc2)cc1
 : -4, -7

Going on with the list:
ARNT TACC3 PPI	LGR2 antag	Molecule
-4	9	COc1ccc(CNC(=O)COC(=O)C2CCN(S(=O)(=O)c3ccccc3C(F)(F)F)CC2)cc1
-23	7	CCS(=O)(=O)N1CCN(c2nc(-c3ccccc3)cs2)CC1
-4	-2	Cc1c(NC(=O)c2cnn3c2NC(c2ccccc2)CC3C(F)(F)F)c(=O)n(-c2ccccc2)n1C (stereo unspecified)
0	-6	Cc1ccc(-n2c(Cc3cccn3C)nnc2SCC(=O)NCc2ccc3c(c2)OCO3)cc1
